Neddylation inh: cullin neddylation inhibition; TR-FRET cullin neddylation, biochemical; calls only at 25 µM; actives 0.58% (n = 360,000); P61081+Q13564; AID 651699; in the data active = inhibition above about 36%
STEP inh: STEP (human) phosphatase inhibition | P54829 | recombinant STEP, OMFP fluorogenic substrate, fluorescence | inhibition, % at 20 µM | actives 0.25% (n = 360,000);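 active = inhibition at 20 µM, scaled per plate between control wells, above about 37%, limit read from the data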;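 also: 0% = DMSO with enzyme and substrate and 100% = substrate only without enzyme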
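Assay system: isolated STEP enzyme. Buffer or medium: pH 6.0 Bis-Tris with DTT and Tween 20. Also added: fluorogenic phosphatase substrate OMFP at 25 µM final. Dosing: 20 µM, 1% DMSO. Timing: 20 min reaction, room temperature, in the dark. Measured by: fluorescence intensity, excitation 480 nm, emission 540 nm. Evaluation: normalized % inhibition.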
CSN inh: inhibitors of human CSN-mediated cullin deneddylation; Q92905; Purified CSN, SCF-Nedd8-OG deneddylation, fluorescence polarization; inhibition, % at 12.5 µM; actives 0.38% (n = 360,000);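 active = pattern-corrected inhibition above about 35%, with an unprinted fluorescence ratio check between 0.5 and 1.5, limit read from the data, passing the limit was not always enough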;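 also: 0% = enzyme with substrate and 100% = substrate without enzyme; some results filed as inactive read as strong as hits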
Target sequence (Q92905 whole entry, looked up, one chain of several): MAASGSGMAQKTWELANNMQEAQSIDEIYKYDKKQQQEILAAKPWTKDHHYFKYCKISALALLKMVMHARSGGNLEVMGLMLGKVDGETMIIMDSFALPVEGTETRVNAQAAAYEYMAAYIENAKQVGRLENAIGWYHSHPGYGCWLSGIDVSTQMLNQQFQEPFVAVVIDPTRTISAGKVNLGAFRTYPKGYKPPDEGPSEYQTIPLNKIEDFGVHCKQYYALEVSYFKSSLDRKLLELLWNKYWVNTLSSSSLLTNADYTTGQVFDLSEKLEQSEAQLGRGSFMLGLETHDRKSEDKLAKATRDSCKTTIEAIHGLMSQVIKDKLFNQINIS
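Detection – fluorescence polarization · System – HEK293T-derived human Csn5 enzyme · Controls – substrate-only high control, full reaction low control · Timing – 90 min, room temperature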
NadD block: NadD (S. aureus) enzyme inhibition; purified NadD enzyme, colorimetric absorbance read-out; inhibition, % at 20 µM; actives 0.78% (n = 360,000); AID 602399; in the data active = inhibition above about 26%; also: some compounds past the cut are filed as inactive
Rin1 Abl inh: human Rin1-Abl interaction inhibition; TR-FRET Rin1/Abl binding, biochemical; inhibition, % at 7.35 µM; actives 0.4% (n = 360,000); AID 588664; in the data active = inhibition above about 5%, passing the limit was not always enough
DNMT1 inh: inhibitors of human DNMT1; actives 0.83% (n = 360,000); inhibition (reported as % activation of signal), % at 10 µM; AID 588458; P26358; DNMT1 molecular beacon, Hinp1I cleavage, fluorescence; in the data active = inhibition above about 50%
LMPTP block: LMPTP (human) inhibition. actives 0.22% (n = 360,000). recombinant LMPTP-A, OMFP fluorogenic substrate, fluorescence intensity. inhibition, % at 20 µM;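 active = compounds that cut the enzyme signal by at least half of the control window in the single-dose screen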;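 also: plate controls were DMSO wells with enzyme plus substrate for no effect and substrate without enzyme for full effect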
Target sequence (P24666 whole entry, looked up): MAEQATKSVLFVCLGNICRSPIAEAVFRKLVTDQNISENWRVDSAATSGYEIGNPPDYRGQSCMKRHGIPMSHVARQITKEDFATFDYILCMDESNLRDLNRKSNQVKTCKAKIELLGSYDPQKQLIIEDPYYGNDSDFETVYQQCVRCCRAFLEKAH
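Test system: LMPTP-A, protein tyrosine phosphatase of low molecular weight; Input: 0.625 nM enzyme; Incubation: 50 min dark incubation at room temperature; Signal: endpoint fluorescence intensity from OMFP dephosphorylation; Read-out basis: % inhibition versus control wells.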
Rpn11 block: inhibitors of human proteasome Rpn11; actives 0.59% (n = 360,000); human 26S proteasome, Ub4-pepOG fluorescence polarization; 20S core pre-blocked with epoxomicin; O00487; AID 588493; calls only at 20 µM;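 active = inhibition at 20 µM, scaled to each plate's controls, above about 33%, limit read from the data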
Scp1 inh: inhibitors of human Scp-1 phosphatase. Recombinant Scp1, phosphopeptide, malachite green phosphate absorbance. inhibition, % at 20 µM. actives 0.88% (n = 340,000). AID 493091;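 active = inhibition above about 50% at 20 µM, limit read from the data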;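 also: plate controls were DMSO wells with enzyme for no effect and wells lacking enzyme for full effect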
Target sequence (Q9GZU7 76-261 limits assumed): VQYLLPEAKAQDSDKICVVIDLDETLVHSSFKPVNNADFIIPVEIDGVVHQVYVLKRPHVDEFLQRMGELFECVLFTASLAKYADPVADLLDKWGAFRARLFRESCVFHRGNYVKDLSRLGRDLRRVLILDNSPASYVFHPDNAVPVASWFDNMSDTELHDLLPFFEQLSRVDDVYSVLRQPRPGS
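Assay system: SCP-1 catalytic fragment, aa 76-261 | Buffer or medium: Tris acetate buffer pH 5.5 with MgCl2 and Tween-20 | Compound: One concentration, 20 µM, with 1.0% DMSO | Also added: Phospho 17-mer peptide substrate | Signal: Absorbance at 630 nm | Incubation: 45 min enzyme reaction at room temperature | Measure: % inhibition of SCP-1 phosphate liberation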
SUMO1 PPI mod: SUMO1-SIM interaction modulation. inhibition, % at 20 µM. SUMO1 binding to a labelled peptide, TR-FRET, 1 h. actives 0.33% (n = 360,000); in the data active = inhibition above about 37%
Target sequence (P63165 whole entry, looked up): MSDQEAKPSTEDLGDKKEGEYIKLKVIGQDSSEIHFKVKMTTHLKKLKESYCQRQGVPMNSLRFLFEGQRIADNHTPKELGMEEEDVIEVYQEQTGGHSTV
* hit, by the source's call; i = inactive; nt = not tested or not shown; + = active, no number. This is a random part of the collection; about 3.8% have a hit in one of these screens.

#	molecule	Neddylation inh	STEP inh	CSN inh	NadD block	Rin1 Abl inh
1	CCN1C(=O)C(=O)N(CC(=O)N(C)CC(=O)Nc2ccccc2C(F)(F)F)C1=O	i	-2	5	-3	4
2	COc1ccc(NS(=O)(=O)c2cc([N+](=O)[O-])ccc2N/N=C/c2c(C)[nH]c3ccccc23)cc1	i	-1	18	11	-1
3	COc1ccc(C(CNC(=O)c2oc3ccc(Br)cc3c2C)N2CCCCC2)cc1 (centres undefined)	i	1	6	-6	-15
4	CCCCSc1nc2c([nH]1)c(=S)n(C)c(=O)n2C	i	-1	0	0	-3
5	COc1cc(/C=C(/C#N)c2nc3ccccc3[nH]2)ccc1OCc1ccc(C(=O)O)o1	i	4	1	16	-2
6	O=C(NCc1cn2ccccc2n1)c1ccco1	i	5	-3	1	-5
7	COc1ccccc1/C=C/C=N/N1CCN(Cc2ccccc2)CC1	i	-6	-1	3	1
8	CCN1C(=O)C(CC(=O)Nc2c(C)cccc2C)Nc2cc(S(=O)(=O)N(C)C)ccc21 (centres undefined)	i	2	7	-4	2
9	COC(=O)c1cccc(NC(=O)c2ccc(S(=O)(=O)N3CCN(C)CC3)cc2)c1	i	0	1	-1	-5
10	CCCOc1ccc(-c2c(C(=O)N/N=C(\C)c3ccncc3)nnn2-c2nonc2N)cc1	i	-1	3	5	-2

#	DNMT1 inh	LMPTP block	Rpn11 block	Scp1 inh	SUMO1 PPI mod
1	3	-0.1	i	-6	2
2	-7	7.6	+	-12	-8
3	-2	-0.8	i	-3	-2
4	8	-0.5	i	-2	-23
5	9	1.3	i	28	9
6	-1	-0.2	i	-5	4
7	9	-2.2	i	-2	6
8	0	0.2	i	-4	-2
9	-2	-0.9	i	-4	-2
10	0	-1.2	i	-4	-2

Four entries out of the list above, ordered by the value under SUMO1 PPI mod, descending.
item | Molecule | SUMO1 PPI mod
5 | COc1cc(/C=C(/C#N)c2nc3ccccc3[nH]2)ccc1OCc1ccc(C(=O)O)o1 | 9
6 | O=C(NCc1cn2ccccc2n1)c1ccco1 | 4
10 | CCCOc1ccc(-c2c(C(=O)N/N=C(\C)c3ccncc3)nnn2-c2nonc2N)cc1 | -2
2 | COc1ccc(NS(=O)(=O)c2cc([N+](=O)[O-])ccc2N/N=C/c2c(C)[nH]c3ccccc23)cc1 | -8

More records.
#	molecule	Neddylation inh	STEP inh	CSN inh	NadD block	Rin1 Abl inh
11	CCOC(=O)C1(CCCc2ccccc2)CCN(C(=O)CN2C(=O)CSC2=O)CC1	i	-1	-2	1	-2
12	N#Cc1cc(C#N)c(SCC(=O)NCC2CCCO2)nc1N (centres undefined)	i	2	0	-2	4
13	CN(C)C(=O)c1cccc(-c2cnc3c(NC=O)cc(-c4cc(F)c(F)c(F)c4)cn23)c1	i	-1	2	4	-2
14	Cc1cccc(NC(=S)NNC(=O)c2ccccc2OC(F)F)c1	i	-1	3	-2	3
15	FC(F)(F)c1cccc(-c2nnc(-c3ccccc3)c(N3CCOCC3)n2)c1	i	-2	2	-8	-2
16	CN(C)c1ccc(C(=O)Nc2ccc(CN3CCS(=O)(=O)CC3)cc2)cc1	i	7	0	-1	1
17	Cc1ccccc1OCCCn1c(CO)nc2ccccc21	i	1	4	-4	-1
18	C[C@H](CO)N1C[C@H](C)[C@@H](CN(C)CC2CC2)Oc2c(NC(=O)Cc3ccccc3)cccc2C1=O	i	-2	1	-4	2
19	Cn1c(=O)c([N+](=O)[O-])c(NCc2ccccc2Cl)c2ccccc21	i	0	-3	-4	0
20	O=C(Nc1ccc(S(=O)(=O)C(F)F)cc1)c1cccc(S(=O)(=O)N2CCOCC2)c1	i	2	2	-1	-4

#	DNMT1 inh	LMPTP block	Rpn11 block	Scp1 inh	SUMO1 PPI mod
11	-1	2.2	i	-9	-2
12	2	-0.7	i	-5	0
13	-9	-0.3	i	nt	-3
14	-3	0.1	i	-4	5
15	-1	2.2	i	-2	-1
16	-7	-0.1	i	-15	4
17	-2	-0.3	i	-1	4
18	4	-1.3	i	-2	6
19	-2	0.8	i	-5	-6
20	-5	-1.9	i	-14	-1

Next part
#	molecule	Neddylation inh	STEP inh	CSN inh	NadD block	Rin1 Abl inh
21	COc1ccc(Cn2c(SCc3ccccc3C)nc3cc(OC)c(OC)cc3c2=N)cc1	i	3	2	30*	-2
22	Cc1ccc2c(c1)C(=C(C#N)C#N)C(=O)N2CCN1CCOCC1	i	7	1	1	-4
23	CN1c2ccccc2N(C)C1(C)c1cccc2ccccc12	i	1	-1	8	-1
24	Cc1noc(C)c1COC(=O)COc1ccc(C#N)cc1	i	0	6	1	-1
25	Cn1c(SCC(=O)N2CC(=O)Nc3ccccc32)nc2ccccc2c1=O	i	-2	2	-5	2
26	COc1ccc(CCNC(=O)c2ccncc2)cc1OC	i	0	-5	3	-4
27	O=C(NC(=O)c1cccc(Cl)c1)OC[C@@H]1CCCN2CCCCC12 (some centres undefined)	i	0	0	-1	4
28	CCc1nnc(NC(=O)C2COc3ccccc3O2)s1 (centres undefined)	i	-4	1	-3	0
29	CCC1CCCCN1S(=O)(=O)c1ccc(S(=O)(=O)N(Cc2ccccn2)CC2CCCO2)cc1 (centres undefined)	i	-2	-10	5	-3
30	CC(C)(C(=O)c1ccccc1)/[N+]([O-])=C/c1ccccc1F	i	-4	6	-3	3

#	DNMT1 inh	LMPTP block	Rpn11 block	Scp1 inh	SUMO1 PPI mod
21	-21	18	i	nt	-88
22	-2	-1.1	i	-2	-12
23	-1	1.1	i	-1	-21
24	3	-1.3	i	-3	1
25	-1	0.0	i	-6	-2
26	2	0.1	i	-5	-3
27	0	-1.1	i	-6	-2
28	1	-2.3	i	-9	-1
29	1	-0.4	i	-2	-4
30	6	-1.3	i	-2	2

Other records follow:
#	molecule	Neddylation inh	STEP inh	CSN inh	NadD block	Rin1 Abl inh
31	Cc1nc2cc(F)ccc2n1C1CCN(C(=O)c2ccc(F)cc2F)CC1	i	-1	0	4	2
32	CC1CCCCN1S(=O)(=O)c1ccc(C(=O)Nc2sccc2C(N)=O)cc1 (centres undefined)	i	-1	6	-6	-3
33	CCN1CCN(c2nc3ccccc3nc2C(C#N)C(=O)OCc2ccccc2)CC1 (centres undefined)	i	-1	2	-1	-7
34	O=C(NNS(=O)(=O)c1ccc(F)cc1)c1ccc2c(c1)OCO2	i	1	1	5	-1
35	O=C(N/N=C/c1ccco1)c1cccc([N+](=O)[O-])c1	i	-3	-3	3	-2
36	NC(=O)CC(NC(=O)c1ccccc1)c1ccc(NCCN2CCCCC2)c([N+](=O)[O-])c1 (centres undefined)	i	3	-4	-3	-5
37	O=C(CCN1c2ccccc2Sc2ccccc21)Nc1ccccc1	i	-4	5	-2	3
38	O=C(NC1CCSC1=O)c1ccc(Oc2cccc(C(F)(F)F)c2)nc1 (centres undefined)	i	-2	1	1	-1
39	C=CCSc1nnc(-c2nnc(SCC=C)n2CC)n1CC	i	0	2	0	-6
40	CC(=O)c1ccc(NC(=O)CSCCO)cc1	i	7	3	-3	6

#	DNMT1 inh	LMPTP block	Rpn11 block	Scp1 inh	SUMO1 PPI mod
31	7	-3.1	i	3	-1
32	-7	2.4	i	-12	10
33	-21	2.0	i	-2	-12
34	-1	0.0	i	-2	-4
35	12	-1.7	i	21	-12
36	0	-3.7	i	-4	-16
37	-4	2.7	i	0	1
38	0	-0.3	i	-12	1
39	-1	1.5	i	6	-2
40	-2	-2.0	i	-7	3

Going on with the list:
#	molecule	Neddylation inh	STEP inh	CSN inh	NadD block	Rin1 Abl inh
41	CC(C)n1c(SCC(=O)Nc2nc3ccccc3s2)nc2c1c(=O)n(C)c(=O)n2C	i	-2	10	-5	0
42	O=C(CNc1ccc(C(F)(F)F)cc1)Nc1cccc(S(=O)(=O)N2CCCC2)c1	i	2	3	3	1
43	CCCn1c(NCc2ccc3c(c2)OCO3)nc2ccccc21	i	-3	1	1	6
44	COC(=O)C1CCN(C(=O)c2ccc(NC(C)=O)cc2)CC1	i	-1	-1	-2	0
45	Cc1cccc(-c2noc(CCCC(=O)NCC3CCCO3)n2)c1 (centres undefined)	i	0	-11	-7	-3
46	O=C(Cc1ccccc1)N/N=C/c1cccn1-c1ccc([N+](=O)[O-])cc1	i	1	3	-1	0
47	COc1ccc(C2CC(c3cc(OC)ccc3OC)n3nnnc3N2)cc1 (centres undefined)	i	-2	-2	7	-1
48	COc1ccc(OC)c(S(=O)(=O)N2CCC(C(=O)NCCC3=CCCCC3)CC2)c1	i	1	-4	2	3
49	CCOC(=O)Cc1csc(NC(=O)/C=C/c2ccc(Br)o2)n1	i	-2	-1	-5	-5
50	CCOc1cc(C(=O)NCCCNC(=O)c2cc(OCC)c(OCC)c(OCC)c2)cc(OCC)c1OCC	i	1	0	-1	2
51	Cc1cc(S(=O)(=O)Nc2cc(C)c(O)c(C)c2)c(C)s1	i	-2	4	-6	4
52	COc1ccc2nc(N3CCCC(C(=O)NCCc4ccc(OC)c(OC)c4)C3)sc2c1 (centres undefined)	i	1	-3	-6	1
53	C=CCN(C(=O)CCC(=O)Nc1cc(C)on1)C(C(=O)NC1CCCC1)c1cccnc1 (centres undefined)	i	-2	-3	1	5

#	DNMT1 inh	LMPTP block	Rpn11 block	Scp1 inh	SUMO1 PPI mod
41	3	1.7	i	6	1
42	-8	1.2	i	4	10
43	-4	5.2	i	-3	0
44	-8	-1.1	i	-3	1
45	0	-1.4	i	-5	2
46	-13	1.7	i	-5	-22
47	0	0.3	i	1	7
48	5	-0.6	i	7	3
49	-1	1.5	i	3	-19
50	10	3.0	i	-13	0
51	1	0.5	i	-4	1
52	1	-1.6	i	-5	3
53	-1	-1.6	i	0	-2
